Bioassay records as filed in PubChem BioAssay.
12-LOX inh – ALOX12 (human) lipoxygenase inhibition. P18054. Potency, µM (highest dose often 108 µM), for the others: at the highest dose activity change, negative = inhibition, actives largely listed as inhibitors. 1.1% of 580,000 active. purified 12hLO, xylenol orange hydroperoxide absorbance; active means well fitted inhibition curve with a large enough effect; inconclusive means small, poorly fitted or top-dose-only effect, or another doubt; inactive means no such curve, though single readings can be large or run the other way
Target sequence (P18054 whole entry, looked up): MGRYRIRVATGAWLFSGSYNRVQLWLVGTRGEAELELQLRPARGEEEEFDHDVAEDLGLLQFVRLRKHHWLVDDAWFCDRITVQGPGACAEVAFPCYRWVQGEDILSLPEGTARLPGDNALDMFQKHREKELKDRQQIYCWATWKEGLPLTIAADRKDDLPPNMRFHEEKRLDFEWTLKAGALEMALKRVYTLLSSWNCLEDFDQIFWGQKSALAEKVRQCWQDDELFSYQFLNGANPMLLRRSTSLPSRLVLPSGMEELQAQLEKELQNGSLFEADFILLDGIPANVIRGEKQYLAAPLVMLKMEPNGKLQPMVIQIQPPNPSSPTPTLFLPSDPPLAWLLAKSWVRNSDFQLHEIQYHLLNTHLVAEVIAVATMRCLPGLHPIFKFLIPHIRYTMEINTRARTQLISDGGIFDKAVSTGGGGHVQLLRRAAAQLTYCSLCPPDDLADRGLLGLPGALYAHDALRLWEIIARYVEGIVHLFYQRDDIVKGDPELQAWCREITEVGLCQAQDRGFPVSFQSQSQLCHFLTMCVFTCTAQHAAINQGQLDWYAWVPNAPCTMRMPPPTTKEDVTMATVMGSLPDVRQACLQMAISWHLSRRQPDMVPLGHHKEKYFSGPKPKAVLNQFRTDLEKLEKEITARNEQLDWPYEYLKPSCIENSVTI
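Purified human 12hLO (150 nM final) in 25 mM Hepes, 0.01% Triton X-100, pH 7.0 was preincubated 15 min at room temperature with compound. Then 40 uM arachidonic acid was added, 30 min. Hydroperoxide was read by Fe-XO absorbance ratio 573/405 nm.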
Active calls of the source: *; ? = inconclusive; [ ] = remark or other dose. On the % scale 0 is the no-effect control and ±100 the full control effect; potency means the concentration at half of the fitted maximal effect. Only part of the results is shown; the hit share may differ from the screen's.

SMILES	12-LOX inh
COc1ccc(C2Cn3nnc(-c4nc(-c5cccc(Br)c5)no4)c3CO2)cc1 (stereo not drawn)	42.7%[activator]
Cc1noc([C@@H]2CC(F)(F)CN2C(=O)c2nn(C)c3ccccc23)n1	3.5%
CCCc1noc(-c2cccn3c(CNC(=O)c4ccccc4OCC)nnc23)n1	49.2%[activator]
Cc1onc(C(=O)NCC2Cn3cccc3CN2C)c1CN1CCCCC1 (stereo not drawn)	134.7%[activator]
CCC(C)(C)C1CCc2c(sc(NC(=O)C(C)(C)C)c2C#N)C1 (stereo not drawn)	-29.1%
COc1ccc(-n2c(SCC3CCOCO3)nnc2-c2ccccc2)cc1OC (stereo not drawn)	1.1%
O=C(OC(C(=O)NC1CC1)c1ccccc1)c1n[nH]c(=O)c2ccccc12 (stereo not drawn)	7.6%
Cc1cnc(SCc2ccccn2)nc1C1CCCN(C(=O)c2ccc3c(c2)OCO3)C1 (stereo not drawn)	?
CNS(=O)(=O)c1cc(C(=O)NCc2ccc(-c3nc4ccccc4s3)o2)ccc1Cl	?
Fc1ccc(CNC(=S)Nc2cccc3ccccc23)cc1	?
CNC(=O)c1[nH]nc2c1C(c1c(C)nc3ccc(Cl)cn13)CC(=O)N2 (stereo not drawn)	32.1%[activator]
CCCCCCCCCCCCCCCC	-2.9%[176 µM]
Cc1nc(-c2cccnc2)sc1CCNS(=O)(=O)c1ccc(Cl)s1	?
Cc1nnc([C@@H]2CC(F)(F)CN2C(=O)c2ccc3c(c2)OCO3)o1	35.5%[activator]
COc1nccc(N2CCC(CC(=O)NC3CCN(Cc4ccccc4)CC3)CC2)n1	30.6%[activator]
COCCCNC(=O)C(NC(=O)c1ccc(OC)cc1)C1CCN(C(=O)c2cccc(OC)c2)CC1 (stereo not drawn)	34.6%
CNC(=O)NC(=O)COC(=O)c1ccc2c(=O)n3c(nc2c1)CCCCCC3	-3.7%
Cc1ccc(S(=O)(=O)NC(CO)C(=O)O)cc1 (stereo not drawn)	?
CS(=O)(=O)N1CCCN(C(=O)C2(c3ccccc3)CC2)c2ccccc21	15.0%
COc1ccc(C2Cn3nnc(-c4nc(-c5ccccc5F)no4)c3CO2)cc1 (stereo not drawn)	3.6%
CC(=O)N1c2ccc(S(=O)(=O)N3CCCC3)cc2CC1C(=O)NCCc1ccccc1Cl (stereo not drawn)	-7.2%
CCOC(=O)c1cnc2c(C)cccc2c1Nc1cccc([N+](=O)[O-])c1	-5.9%
COc1cc(O)cc2oc(-c3ccccc3)cc(=O)c12	?
CCOC(=O)c1oc2c(C)c(O)ccc2c(=O)c1-c1nc2ccccc2s1	-13.6%
Cc1c(Cl)cccc1Nc1ncncc1-c1nc(-c2ccccc2)no1	19.2%

Among those listed so far, 10 have a halogen:
SMILES	12-LOX inh
COc1ccc(C2Cn3nnc(-c4nc(-c5cccc(Br)c5)no4)c3CO2)cc1 (stereo not drawn)	42.7%[activator]
Cc1noc([C@@H]2CC(F)(F)CN2C(=O)c2nn(C)c3ccccc23)n1	3.5%
CNS(=O)(=O)c1cc(C(=O)NCc2ccc(-c3nc4ccccc4s3)o2)ccc1Cl	?
Fc1ccc(CNC(=S)Nc2cccc3ccccc23)cc1	?
CNC(=O)c1[nH]nc2c1C(c1c(C)nc3ccc(Cl)cn13)CC(=O)N2 (stereo not drawn)	32.1%[activator]
Cc1nc(-c2cccnc2)sc1CCNS(=O)(=O)c1ccc(Cl)s1	?
Cc1nnc([C@@H]2CC(F)(F)CN2C(=O)c2ccc3c(c2)OCO3)o1	35.5%[activator]
COc1ccc(C2Cn3nnc(-c4nc(-c5ccccc5F)no4)c3CO2)cc1 (stereo not drawn)	3.6%
CC(=O)N1c2ccc(S(=O)(=O)N3CCCC3)cc2CC1C(=O)NCCc1ccccc1Cl (stereo not drawn)	-7.2%
Cc1c(Cl)cccc1Nc1ncncc1-c1nc(-c2ccccc2)no1	19.2%

Next section:
SMILES	12-LOX inh
CC(C)[C@H]1CN(Cc2ccc(C(F)(F)F)nc2)C[C@@H]1NC(=O)CO	9.1%
O=C1NC(=O)C2C3C=CC(C12)C1C(=O)NC(=O)C31 (stereo not drawn)	2.6%
O=C(NCc1ccncc1)c1ccc2ccccc2n1	6.6%
Cc1cc(CSc2ncccc2C(=O)Nc2ccnn2Cc2cccnc2)no1	-10.9%
CC(C)=CCN1C(=O)[C@]2(OCCC=C[C@H]2C)c2c(Br)cccc21	-1.9%
COc1ccc(OC)c(CC(NC(C)=O)C(=O)NC2CCN(c3cc(C)nc4ncnn34)CC2)c1 (stereo not drawn)	0.2%
COC[C@@H]1CN(Cc2ccc(OC)cc2)C[C@H]1C(=O)N(C)C	33.0%[activator]
CCN(CC)CCCC(C)Nc1nc(C)cc(Nc2ccc3nc(C)cc(N)c3c2)n1 (stereo not drawn)	?
O=C1CC(C(=O)NOCc2ccccc2)c2ccccc2N1 (stereo not drawn)	?
Cc1nnc2ccc(SCC(=O)Nc3ccc(Cl)cc3)nn12	2.2%
Cc1ccc2nc(CSc3nnc(N4CCCCC4)n3-c3ccccc3)cn2c1	-25.5%
O=c1n(CC2CC2)nc2n1CCN(S(=O)(=O)c1cccnc1)CC2	33.0%[activator]
CCN(CC)C(=S)SC(C)C(=O)Nc1cccc(C#N)c1 (stereo not drawn)	2.0%
CCCN(C)c1nccnc1OC1CCN(C(=O)c2cccc(OC)c2OC)C1 (stereo not drawn)	17.2%
N#Cc1ccc(-c2nc3ccccc3s2)cc1	?
COc1ccc(NC(=O)Cn2ccc3cc(Cl)ccc32)cc1	2.1%
CC(=O)c1cccc(NC(=O)C(C)Oc2ccc3c(C(C)C)cc(=O)oc3c2)c1 (stereo not drawn)	18.4%
O=c1[nH]nc2n1CCC(NS(=O)(=O)Cc1cccc(F)c1)CC2 (stereo not drawn)	11.7%
CN(CCSc1ccccc1)C(=O)C1CC(=O)N(Cc2ccncc2)C1 (stereo not drawn)	-23.7%
CCC1(c2ccc(C)cc2)NC(=O)N(Cc2ncc(-c3ccccc3)o2)C1=O (stereo not drawn)	-5.5%
CC(C)(C)n1ncc2c1NC(=O)CC21C(=O)Nc2cccc(Cl)c21 (stereo not drawn)	-23.7%
O=C(CCCOC(=O)c1cc(Cl)ccc1Cl)c1ccc(Br)cc1	4.5%
O=C(CCC[C@@H]1[C@H]2CCCN3CCC[C@@H](CN1C(=O)c1cc(F)ccc1F)[C@@H]23)Nc1ccccc1	-2.9%
COc1ccccc1CNc1ncncc1-c1ccccc1C(F)(F)F	?
COc1cc(SC)ccc1C(=O)OC(C)C(=O)c1ccc(C)cc1 (stereo not drawn)	?

5 structures from above, ordered by length of the SMILES, falling:
SMILES	12-LOX inh
COc1ccc(OC)c(CC(NC(C)=O)C(=O)NC2CCN(c3cc(C)nc4ncnn34)CC2)c1 (stereo not drawn)	0.2%
CCN(CC)CCCC(C)Nc1nc(C)cc(Nc2ccc3nc(C)cc(N)c3c2)n1 (stereo not drawn)	?
CC(C)=CCN1C(=O)[C@]2(OCCC=C[C@H]2C)c2c(Br)cccc21	-1.9%
COc1ccccc1CNc1ncncc1-c1ccccc1C(F)(F)F	?
N#Cc1ccc(-c2nc3ccccc3s2)cc1	?

(cont.)
SMILES	12-LOX inh
COc1cc(NS(=O)(=O)c2cccc(Cl)c2)cc2sc(NC(=O)c3ccccc3)nc12	-25.7%
Cc1oc2cc(OCC(=O)N[C@H](C)C(=O)O)ccc2c(=O)c1-c1ccc(Cl)cc1	-18.1%
COc1ccc(C(=O)N[C@H]2CO[C@H]3[C@@H]2OC[C@H]3OCc2ccccc2)cc1	14.3%[176 µM]
COc1ccc(-c2nc(C(=O)NCc3cccnc3)n3ccccc23)cc1	53.8%[activator]
CCc1ccc(-n2cccc2)cc1	-25.9%
Cc1nn2c(c1-c1ccccc1[S+](C)(=O)[O-])N(C(=O)c1cccc(Cl)c1)CCC2	11.0%[176 µM]
O=C(c1ccc2[nH]ccc2c1)N1CCN(c2cc(-c3ccccc3)[nH]n2)CC1	3.0%
CCc1cccc2c(C(CC(=O)NCCOC)c3ccc(OC)cc3OC)c[nH]c12 (stereo not drawn)	5.0%
CC(C)CNC[C@H]1O[C@H](Cc2cc(CN3CCOCC3)on2)CC[C@@H]1O	17.6%[176 µM]
COc1ccc(CN(C)C(=O)[C@@H](Cc2ccccc2)NC(=O)[C@H]2O[C@@H](n3ccc(N)nc3=O)[C@H](O)[C@@H]2O)cc1OC	-0.3%
CN(CC1CCOCC1)C(=O)NCc1ccc(F)cc1	17.7%
CN1C(=O)C(c2ccccc2)CC12CCN(C(=O)c1ccc(F)cc1F)CC2 (stereo not drawn)	1.6%
Cc1nn(CCc2nnc(Nc3ccn(Cc4ccccc4Cl)n3)s2)c(C)c1Cl	-0.9%
Cc1noc([C@@H]2CNC[C@H]2C(=O)N(C)Cc2ccc(N3CCOCC3)cc2)n1	1.3%
CC(C)CCN1CCCC1C(=O)O (stereo not drawn)	?
COC1CCN(CC2CCCCCN2C(=O)c2ccccc2F)CC1 (stereo not drawn)	4.4%
O=C(c1ccc(Cl)cc1)N1CCC2(CC1)C(=O)NCN2CCc1ccc(Cl)cc1	?
O=C(COc1ccc(F)cc1)N1CCC2(CC1)NC(=O)N(c1ccc(F)cc1)N2	2.51µM*
Cc1ccccc1NS(=O)(=O)c1ccc(C(=O)N(C)CC(=O)Nc2cccc3ccccc23)cc1	?
COCC(=O)NC[C@H]1CCN(Cc2cccs2)C[C@H]1N(C)C	48.7%[activator]
NC(=O)c1ccc[n+]([C@@H]2O[C@H](COP(=O)([O-])OP(=O)(O)OC[C@H]3O[C@@H](n4cnc5c(N)ncnc54)[C@H](O)[C@@H]3O)[C@@H](O)[C@H]2O)c1	-21.5%[22.9 µM]
COc1ccc(-c2nc3cc(NC(=O)CC(C)C)ccc3o2)cc1Cl	0.5%
COc1ccc(C(=O)N2CCC3(CC2)OC(=O)N(Cc2ccc(NC(C)=O)cc2)C3(C)c2ccccc2)cn1 (stereo not drawn)	12.9%
CCn1c(SCC(=O)NCC(F)(F)F)nnc1-c1ccncc1	?
CCOCCCNc1oc(-c2ccc(S(=O)(=O)N3CCCC3)cc2)nc1C#N	6.7%
SMILES	12-LOX inh
COc1cc(=O)n2c(c1C(=O)Nc1ccc(C(F)(F)F)cc1)CCCC2	36.7%
CCOCCN1C(=O)NC(c2ccc(OC)cc2)C2=C1COC2=O (stereo not drawn)	-5.4%
COP(=O)(OC)c1nc(C(c2ccccc2)c2ccccc2)oc1NCc1ccco1	?
CCCCNC(=O)c1ccc(N)cc1	13.0%
CNC(=O)c1ccc2c(c1)NC(=O)CCS2	6.0%
Cc1ccc(NC(=O)Nc2nnc(C3CCCC3)s2)cc1C	3.9%
CN1C(=O)C2(CC(=O)Nc3c2cnn3Cc2ccccc2Cl)c2cccc(Cl)c21 (stereo not drawn)	7.4%
CC(C)N1CC2CCC(C1)N2Cc1cccc(-c2cccs2)c1	2.9%[6.33 µM]
CN1c2cc3c(cc2N=C(c2ccc(C(=O)O)cc2)c2ccccc21)C(C)(C)CCC3(C)C	226.5%[activator]
Cc1nc(COc2ccccc2C(=O)N2CCc3ccccc32)no1	36.2%[activator]
CCc1n[nH]c(CC2CCN(C(=O)COc3ccc(F)cc3)CC2)n1	45.7%[activator]
CNC(=S)NNC(=O)C1CC1	-4.8%
Cc1nn(CC(=O)N2CCCCC2C)c(C)c1S(=O)(=O)NC(C)(C)C (stereo not drawn)	3.8%
O=C(CN1CCOCC1)NC1CCc2nnc(C3CC3)n2CC1 (stereo not drawn)	37.0%
CC(C)(C)c1ccc(C(=O)Nc2ccc(Oc3ccc(Cl)cc3Cl)cc2)cc1	-21.7%
CN(C)c1cccc(-c2cnc(Nc3ccc(N4CCOCC4)cc3)c3c2CCO3)c1	?
COc1ccc(OC)c(CN2CCNc3cc(Nc4ccccc4)ncc3C2)c1	13.8%[176 µM]
O=C(COC(=O)CCc1nc2ccccc2s1)Nc1ccccc1C(=O)c1ccccc1	?
COc1ccc2oc(C(=O)NC3=NCCS3)c(C)c2c1	-6.2%
CC(NC(=O)CCCC(=O)O)C1CC2CCC1C2 (stereo not drawn)	-9.9%
CNCC(=O)N1CCCC(c2cc(N3CCOCC3)nc(C)n2)C1 (stereo not drawn)	-0.1%
COc1cccc(/C=C(/C#N)C(=O)c2c(Cl)cccc2Cl)c1OC	20µM*
COC(=O)[C@@H](C)NC(=O)[C@H]1CN(S(=O)(=O)c2ccccc2)CCN1C(C)=O	80.5%[activator][176 µM]
CC(C)N1C[C@H](O)C[C@H]1c1nnc2n1CCN(C(=O)c1n[nH]c3ccccc13)CC2	9.7%
O=C(Nc1ccc(-c2nc3ccccc3o2)cc1)c1ccc(Cl)c([N+](=O)[O-])c1	7.7%
SMILES	12-LOX inh
Cc1cc(C(=O)N2CCC(CCOc3ccc(F)cc3)C2)c(C)n1Cc1ccc(F)cc1 (stereo not drawn)	?
O=[N+]([O-])c1c(-c2ccccc2)[nH]c2ccc(Cl)cc12	-6.1%
NC(=O)c1ccsc1NC(=O)CSc1ccc2ccccc2n1	-27.5%
CN(CC(=O)NCc1nc(-c2ccccc2)no1)S(=O)(=O)c1cc(Cl)ccc1Cl	-47.1%
CN(C)CC1(O)CCC2(CCN(C(=O)C3CCCC3)CC2)CC1	51.3%[activator]
O=C(N1CCCC(n2cc(-c3nc(-c4ccccc4)no3)nn2)C1)C1(c2ccccc2)CC1 (stereo not drawn)	1.5%
CN(C)c1ncc2nc(-c3ccccc3)c(=O)n(Cc3cccs3)c2n1	?
Cc1nc2ccc(S(=O)(=O)N(CC(=O)N3CCCCC3)Cc3ccccc3)cc2s1	10.7%
Cc1[nH]c2ccccc2c1C(=O)NCc1ccc(CN(C)C)cc1	1.9%
CCCNc1ccc2nnc(CC)n2n1	49.1%[activator]
Cc1cc(OCC(=O)NCCCN(C)C)c2c(C)c(C)c(=O)oc2c1	0.5%
Cc1ccc(NC(=O)c2cnc(NCc3ccc4c(c3)OCO4)nc2C)c(C)c1	30.1%
COc1ccc(Cl)cc1S(=O)(=O)N1CCCC(CNC(=O)c2ccco2)C1 (stereo not drawn)	9.5%
